KLF5 inh – suppresses KLF5 promoter-driven expression. DLD-1 KLF5 promoter-luciferase reporter, luminescence. AID 1700. inhibition, % at 5 µM. 0.23% of 290,000 active;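 active = inhibition above a per-plate limit of that plate's mean compound inhibition plus 3 SD, cut at about 60% in these data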;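 note: 0% = DMSO wells and 100% = LY294002 at 200 µM; higher means less KLF5 promoter-driven luciferase light; inactives centre near -14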
IEC-6 cytotox – IEC-6 cytotoxicity, counter-screen for KLF5 inhibitors; luminescence viability; inhibition, % at 5 µM; 0.78% of 290,000 active; AID 1825; in the data active = inhibition above about 22%;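 note: 0% = plate median of test compound wells and 100% = cytotoxic reference compound wells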
GSK3B inh – blocks human GSK3beta kinase activity | P49841 | 0.038% of 300,000 active | GST-GSK3beta kinase, ADP-Glo luminescence, 60 min; active compounds read low | activity score (negative = inhibition), % at 10 µM;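 active = more than half of replicate wells score below -50%, meaning over 50% inhibition versus plate controls; inconclusive = some replicates but at most half score below -50%; inactive = no replicate scores below -50%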;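 note: 0% = median DMSO wells and -100% = median GW8510 positive control wells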
Target sequence (P49841 whole entry, looked up): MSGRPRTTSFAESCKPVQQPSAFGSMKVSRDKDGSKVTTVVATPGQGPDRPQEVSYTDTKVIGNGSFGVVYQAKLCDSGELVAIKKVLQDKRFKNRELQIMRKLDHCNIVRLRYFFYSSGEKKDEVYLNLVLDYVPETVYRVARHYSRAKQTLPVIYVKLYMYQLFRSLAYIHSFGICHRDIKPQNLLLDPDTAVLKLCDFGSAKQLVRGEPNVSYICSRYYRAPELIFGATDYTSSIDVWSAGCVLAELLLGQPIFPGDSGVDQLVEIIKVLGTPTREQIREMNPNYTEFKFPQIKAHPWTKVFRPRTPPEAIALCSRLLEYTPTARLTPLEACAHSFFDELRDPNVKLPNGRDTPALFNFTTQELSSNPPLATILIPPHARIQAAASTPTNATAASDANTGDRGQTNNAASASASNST
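Test system: GST-tagged human GSK3beta kinase, cell-free; evaluation: activity score scaled between in-plate DMSO and GW8510 controls; measured by: ADP-Glo luminescence; incubation: 60 min reaction, RT; benchmarks: DMSO and 20 µM GW8510; reagent: peptide substrate plus 25 µM ATP (final); medium: Tris/MgCl2 kinase buffer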
aSyn 5UTR inh – 5' untranslated region of α-synuclein, MLPCN primary screen; alpha-synuclein 5'UTR reporter, inhibitor activity; inhibition, % (tested at 7.5 µM); 0.82% of 300,000 active; AID 1813; in the data active = inhibition above about 60%; inconclusive = no clear call, values can overlap the other calls;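 note: H4 neuroglioblastoma cells stably carrying SNCA 5'UTR luciferase fusion; 0% = DMSO wells and 100% = positive control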
HSF1 inhib – HSF1 inhibition; 0.77% of 300,000 active; activity change, negative = inhibition, % at 7.5 µM (by protocol); NIH3T3-HGL HSE-luciferase, MG132-induced, luminescence 8 h; active compounds read low;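 active = more than half of replicate wells show activity change below -50%, luminescence cut by over half; inconclusive = some wells, but at most half, below -50%; inactive = no replicate well below -50%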;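 note: luciferase reports HSF-1 transcriptional activity via heat shock element; 0% = median of DMSO wells and -100% = zero luminescence signal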
HSP90 refold inh – blocks HSP90-mediated luciferase refolding in reticulocyte lysate; AID 1789; Rabbit reticulocyte lysate, luciferase refolding luminescence, 3 h; inhibition, % at 5.6 µM; 0.91% of 290,000 active;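 active = inhibition above the screen-wide mean plus 3 SD, computed separately per campaign, cut at about 16% in these data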;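 note: 0% = DMSO wells and 100% = 60 µM geldanamycin wells; inhibitors lower the luminescence because luciferase stays unfolded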
GSK3 alpha inh – inhibitors of human GSK-3 alpha kinase; ADP-Glo luminescence, 60 min; inhibition, % at 10 µM; 0.1% of 320,000 active;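 in the data active = inhibition above about 50%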;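 note: GST-tagged GSK-3 alpha with peptide substrate and 25 µM ATP; 0% = DMSO neutral wells and 100% = GW8510 positive control wells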
Target sequence (P49840 whole entry, looked up): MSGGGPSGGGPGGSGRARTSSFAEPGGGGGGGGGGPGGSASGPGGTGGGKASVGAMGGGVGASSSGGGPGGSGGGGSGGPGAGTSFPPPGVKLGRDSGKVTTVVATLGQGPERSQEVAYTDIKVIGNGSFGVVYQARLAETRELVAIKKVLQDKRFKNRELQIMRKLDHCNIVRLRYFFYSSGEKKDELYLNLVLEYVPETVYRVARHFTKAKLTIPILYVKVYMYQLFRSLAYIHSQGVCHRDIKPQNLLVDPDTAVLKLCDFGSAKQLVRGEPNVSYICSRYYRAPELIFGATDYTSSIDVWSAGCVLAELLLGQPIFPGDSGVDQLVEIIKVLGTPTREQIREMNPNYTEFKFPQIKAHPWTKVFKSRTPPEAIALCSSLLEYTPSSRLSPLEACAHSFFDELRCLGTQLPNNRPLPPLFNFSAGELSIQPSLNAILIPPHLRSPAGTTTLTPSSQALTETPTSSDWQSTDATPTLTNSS
AI-2 QS modul – Vibrio harveyi AI-2 quorum sensing modulation; Vibrio harveyi JMH597 AI-2 luminescence/OD600 ratio, 9 h; active compounds read low; strain lacks LuxN and CqsS sensors; 0 = neutral-control median; activity change, % at 7.5 µM; 0.4% of 300,000 active; in the data active = activity change below about -75%, passing the limit was not always enough; inconclusive = no clear call, values can overlap the other calls;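 note: luminescence divided by OD600 gain over 9 h not by final OD600 alone; inactives centre near 13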
HIF act – HIF pathway transcriptional activation | U2OS HRE-luciferase reporter, luminescence; normalized: DMSO 0%, desferrioxamine 100% | activation, % at 7.5 µM (by protocol) | 0.32% of 300,000 active | AID 1910;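 active = mean activation of at least 10% of the iron chelator positive control signal, with at least half of replicates also reaching 10%; inconclusive = mean and replicate majority disagree about reaching 10%; inactive = mean and most replicates under 10%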
HSF-1 act – increases HSF-1 driven luciferase reporter signal | NIH3T3-HGL HSF-1 luciferase reporter, MG132, 8 h; 100% = twice DMSO control signal | activation, % at 9 µM | 1.7% of 300,000 active | AID 504408;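 active = mean replicate activation of at least 50% with a set share of replicates each reaching 50%; inconclusive = only one of those two conditions met; inactive = mean below 50% and too few replicates reaching it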;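 note: 0% = median of the neutral control wells and 100% = twice that signal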
The depositor's hits bear a star; ? = inconclusive; . = no result given; & = joins results of further samples.

no.	structure	KLF5 inh	IEC-6 cytotox	aSyn 5UTR inh	GSK3 alpha inh	HSF-1 act	GSK3B inh	AI-2 QS modul	HIF act	HSF1 inhib	HSP90 refold inh
1	CCCn1c(C(=O)c2ccccc2)nc2ccccc21	-48	-7	-5	-1	19	12	17	0.2	1	1
2	CCN1CCN(C(=O)COc2cc(=O)n(CC)c3ccccc23)CC1	-6	5	5	3	26	-1	18	-0.1	7	-1
3	C#CCN1CCN(c2cccc(C(F)(F)F)c2)CC1	-27	1	2	.	10	4	7	-0.2	2	-3
4	CCOP(=O)(OCC)C(O)c1ccccc1 (stereo not given)	0	-3	-1	-2	-13	0	17	0.2	-2	-2
5	CCOC(=O)CCN=Cc1c(O)n(-c2ccc(Br)cc2)c(=O)[nH]c1=O	13	2	-12	23	21	-2	-1	0.1	0	-2
6	CC1(C(O)(C#CCN2CCCCC2)c2ccccc2)CCCC1 (stereo not given)	-12	2	-27	2	5	3	23	1.1	0	1
7	O=c1[nH]c(=O)n(CCc2ccccc2)c(O)c1C=NC1CC1	-29	-6	-7	0	-23	-7	19	-0.5	-3	-5
8	COc1c(C=C2C(=O)NC(=O)NC2=O)c(CCN(C)C(=O)c2ccccc2)cc2c1OCO2	-9	1	4	1	-13	0	18	0.3	-1	-1
9	N#CCCn1cc(C(=O)Nc2ccccc2Br)c(-c2ccc([N+](=O)[O-])cc2)n1	-9	-3	29	-1	-5	3	26	0.9	3	1
10	C[C@]12C=CC(=O)C=C1CC[C@@H]1C2CC[C@]2(C)OC(=O)CCC12 (stereo not given in full)	-6	6	-6	0	-4	2	0	-0.1	-2	9
11	Cc1ccc(S(=O)(=O)N2CN3CCN(C3)C2)cc1	-15	-10	27	-2	3	-4	6	0.0	-5	-1
12	NC(=O)Nc1cccc(C(F)(F)F)c1	-28	1	-11	0	5	2	11	0.4	-4	2
13	O=c1[nH]c(=S)n(C2CC2)c(O)c1/C=N/Nc1ccccc1	-41	-5	-20	.	3	-1	28	0.8	12	1
14	CC(=O)c1ccc2c(c1)C1C(Cl)C(Sc3ccccc3[N+](=O)[O-])CC1C(c1ccccc1[N+](=O)[O-])N2 (stereo not given)	1	2	13	0	43	-5	18	-0.6	25	2
15	CN1CCN(c2ccc([N+](=O)[O-])c(Sc3nncn3C)c2)CC1	-21	1	15	-2	1	-3	10	0.3	7	-4
16	CCS(=O)(=O)NC(C)c1nnc2n1-c1ccc(Br)cc1C(c1ccccc1Cl)=NC2 (stereo not given)	.	.	8	-2	-3	1	11	1.1	-3	.
17	CC(=O)Nc1ccccc1C(=O)C(=O)Nc1cccc(C(=O)N2CCC3(CC2)OCCO3)c1	-53	-6	20	-3	-1	4	6	-0.5	-5	-3
18	CN(C)c1ccc(/C=C2/C(=O)NC(=O)N(CCc3ccc(F)cc3)C2=O)cc1	-22	0	6	-3	-33	1	18	0.4	-13	1
19	OC1/C(=C/c2ccc(C(F)(F)F)cc2)N2CCC1CC2 (stereo not given)	-25	-2	-31	-2	9	-2	-8	1.0	0	-5
20	CCCOc1ccc(C(C)=O)cc1Cc1c(O)[nH]c(=S)[nH]c1=O	-13	5	-1	0	-2	-3	25	-11	-7	-4
21	CCN1CCN(c2nc([N+](=O)[O-])nn2C)CC1	-11	4	21	0	-1	5	20	-0.8	0	3
22	COc1ccc(Cl)cc1N=Cc1c(O)n(C)c(=O)n(C)c1=O	-9	-5	3	1	-2	-5	11	-2.8	4	-5
23	O=c1[nH]c(=S)[nH]c(O)c1C(c1ccccn1)c1c(O)[nH]c(=S)[nH]c1=O	-28	-1	-2	0	-2	1	17	-0.3	3	-1
24	O=[N+]([O-])NC1=NCCN1Cc1ccc(Cl)nc1	-22	48*	32	2	-6	3	-1	-0.2	-4	-2
25	CN(C)C(=O)Nc1cccc(OC(=O)N(C)C)c1	-25	-1	5	-3	23	3	20	-0.2	1	2
26	O=C(Cn1nc(-c2ccc(Cl)cc2)ccc1=O)N1CCC2(CC1)OCCO2	5	0	-8	0	-7	-1	11	0.0	-3	4
27	CC1=CC(=C2C(=O)NC(=O)NC2=O)C=C(C(F)(F)F)N1C(C)C	-15	-5	-12	17	2	-1	12	0.1	-13	-1
28	Cc1ccc(-c2nc3ccc(C)cn3c2CC(=O)N(C)C)cc1	.	.	-18	-1	-40	-3	7	0.9	-31	.
29	Cc1nn(Cc2ccccc2)c(C)c1C(=O)O	-35	0	-3	0	1	4	21	-0.9	-9	-1
30	CCOC(=O)C1SC2(C(F)F)CC1(O)c1c(c(OC)c3occc3c1OC)O2 (stereo not given)	-22	2	11	0	-3	-1	17	0.1	2	3
31	Fc1ccc(N2CCN(Cc3ccc4c(c3)OCO4)CC2)cc1	-6	1	8	-1	0	-1	-4	-0.4	-3	4
32	Cn1cc(C=C2C(=O)NC(=O)NC2=O)c2ccccc21	-36	4	19	-2	12	-1	11	-14	1	2
33	Cn1c(O)c(C2=NNC(c3ccc(Cl)cc3)C2)c(=O)n(C)c1=O (stereo not given)	9	5	-6	0	?	2	27	2.9	25	-2
34	O=C(NC[P+](=O)O)OCc1ccccc1	-22	-8	3	-2	22	1	5	0.0	-5	0
35	CN1CCN(Cc2cn(C)c3ccccc23)CC1CCO (stereo not given)	-30	2	15	0	-6	0	23	-0.5	-5	-4
36	COC(=O)c1ccccc1OP(=O)(c1cccc([N+](=O)[O-])c1)c1cccc([N+](=O)[O-])c1	1	0	29	-3	-6	-2	10	0.1	-12	2
37	Cc1c(C(c2ccc(O)cc2)c2c(O)c3ccccc3oc2=O)c(=O)n(-c2ccccc2)n1C (stereo not given)	-11	0	-4	-1	13	2	19	-0.4	4	-5
38	Cc1ccc(OCC(=O)N2CCN(Cc3ccc4c(c3)OCO4)CC2)cc1	-12	7	-1	-2	5	3	14	0.2	-3	4
39	CCS(=O)(=O)NCc1nnc2n1-c1ccc(Br)cc1C(c1ccccc1Cl)=NC2	.	.	8	0	41	-4	16	-0.5	11	.
40	COc1ccccc1C(=O)Nc1ccc2c(c1)CC1(C(=O)N(C)C(=O)N(C)C1=O)C1CCCN21 (stereo not given)	-16	6	3	1	-40	-5	3	-0.2	-19	13
41	Cn1c(=O)[nH]c2nncnc2c1=O	.	.	13	-3	-5	2	42	-0.4	-3	.
42	COc1ccc(NC2=NCCCS2)cc1OC	7	-4	-9	1	-13	-1	14	-0.1	-5	0
43	CN1CCC2(CC1)C(C#N)=C(N)NC(S)=C2C#N	1&-2	0&-3	-38	39&31	4&12	1&-18	25&14	-0.7&0.1	6&-7	1&4
44	CCOC(=O)C(O)(c1ccc(N=c2ccccn2C)cc1)C(F)(F)F (stereo not given)	-2	6	-7	-1	-3	3	8	-0.3	-2	1
45	O=C1CN(C(=O)COC(=O)Cc2ccccc2)c2ccccc2N1	-6	0	-17	-1	3	3	3	0.0	-1	0
46	COP(=O)(OC)C(O)C(Cl)(Cl)Cl (stereo not given)	-15	-2	.	-1	.	.	.	.	.	2
47	c1cncc(CNCCc2c[nH]c3ccccc23)c1	-3	-2	6	-1	-7	0	-1	0.2	-2	-1
48	CCOc1cc2c(cc1OCC)-n1cccc1C(c1ccc(OC(F)F)cc1)NC2 (stereo not given)	-29	7	-9	-5	22	0	25	-0.3	11	-1
49	Nc1ccc2ccc3cccc[n+]3c2c1	-16	-4	2	-3	-5	-1	3	1.0	-5	8
50	Cc1nccn1Cc1ccc(Cl)nc1	-10	-6	0	-2	0	2	21	-0.4	0	0
51	O=C(CF)NC(NC(=S)Nc1cccc([N+](=O)[O-])c1)C(Cl)(Cl)Cl (stereo not given)	-4	6	-1	.	37	0	7	-0.2	7	3
52	CCCN1CCC2(CC1)NC(CO)(CO)CO2	0	3	0	.	6	-4	29	-0.3	2	2
53	COC(=O)c1ccc(COc2cc(C)cc3oc(=O)c4c(c23)CCCC4)o1	-29	-4	28	0	5	-1	11	-0.2	3	-3
54	CCOc1cc2c(cc1OCC)-n1cccc1C(c1cccc(OCC)c1O)NC2 (stereo not given)	-47	9	10	0	51*	16	0	-0.5	29	3
55	COC(=O)C(O)(c1cn(C)c2ccccc12)C(F)(F)F (stereo not given)	-6	5	-7	-3	-5	4	7	0.0	-3	2
56	Cc1cc(OCc2nn[nH]n2)c2c3c(c(=O)oc2c1)CCC3	-14	-2	-2	5	-15	-1	31	-0.2	-2	1
57	C[C@H](NC(=O)N1C[C@H]2C[C@@H](C1)c1cccc(=O)n1C2)C(=O)Nc1ccccc1F	-19	-2	6	-3	7	-2	18	0.2	1	-5
58	CN1CCN(c2ccc(NC(=O)Oc3ccccc3)cc2)CC1	-27	0	-19	4	-4	-2	11	-0.9	-9	1
59	O=C(Cc1c(Cl)cccc1Cl)N1CCN(Cc2ccccc2)CC1	-3	3	30	-3	-11	3	21	-0.7	-4	8
60	COc1cc(/C=C(/C)[N+](=O)[O-])ccc1OCc1ccccc1Cl	-33	-3	-134	-1	128*	2	27	-3.4	117	1

The list continues.
no.	structure	KLF5 inh	IEC-6 cytotox	aSyn 5UTR inh	GSK3 alpha inh	HSF-1 act	GSK3B inh	AI-2 QS modul	HIF act	HSF1 inhib	HSP90 refold inh
61	CC(=NCC1CCCO1)c1c(O)n(-c2ccccc2)c(=O)[nH]c1=O (stereo not given)	3	-7	-5	7	-2	1	18	-0.4	-1	1
62	COc1ccc(OC)c(-n2c(O)c(C=Nc3c(C)n(C)n(-c4ccccc4)c3=O)c(=O)[nH]c2=S)c1	-2	4	-3	0	4	0	9	-0.6	-3	1
63	COc1ccccc1OP(=O)(Nc1ccc(Br)cc1)Oc1ccccc1OC	-52	0	17	-3	31	-2	23	0.0	17	3
64	Cc1ccccc1C(=O)NC(Oc1ccccc1)C(Cl)(Cl)Cl (stereo not given)	0	-1	16	-2	1	1	6	-0.5	-2	1
65	O=C(c1cccnc1)c1cc2ccccc2[nH]1	-7	3	-56	-2	9	-3	20	16*	1	-3
66	CCOC(=O)c1c(C)n(Cc2ccccc2)c2ccc(O)cc12	0	4	16	0	-5	-2	-17	0.4	5	3
67	O=[N+]([O-])c1ccc(N2CCCCCC2)c2nonc12	16	9	35	4	-26	-9	12	0.5	-4	3
68	CN(C)C(=O)Oc1ccc(-c2cn3cc(Cl)ccc3n2)cc1	-80	13	14	0	27	-4	10	1.0	16	33*
69	Cc1ccc(N=Cc2c(O)n(C)c(=O)n(C)c2=O)cc1	-37	4	-39	9	20	-1	4	0.4	1	4
70	COC(=O)N(c1ccccc1)P1(=S)OCCO1	-14	-6	7	-1	10	2	17	0.8	-7	3
71	C=C(C)Cn1c(=O)n(CC2CS2)c2ccccc21 (stereo not given)	-2	6	-50	0	1	-6	3	-0.9	0	6
72	c1ccc(C2CC3CC(c4ccco4)N2O3)cc1 (stereo not given)	-15	5	3	1	-10	3	46	-1.0	-2	0
73	C=CCSc1nc2c(c(-c3ccsc3)c1C#N)CN(C)CC2	-12	-2	24	-2	4	0	10	0.2	3	4

Source: PubChem

Some of the compounds tested; the hit share may differ from the screen's.
